influenza NS1A = H1N1 influenza NS1A inhibitors, functional cell based assay (AID 504329); NS1A functional cell-based assay, percent inhibition; higher % means a stronger effect; inhibition, % at 12.5 µM, or IC50 in µM where a hit was titrated; 0.3% of 340,000 active; in the data active = a potency from the dose series; inconclusive = inhibition above about 27% without an active follow-up result; note: strong numbers were not always called active
M. tuberculosis HTS = M. tuberculosis growth inhibition, HTS (AID 449762). M. tuberculosis H37Rv growth inhibition, 7H9 media; higher % means a stronger effect. inhibition, % at 25 µM; hits with a dose series show IC50 in µM. 0.59% of 330,000 active; in the data active = a potency from the dose series; inconclusive = inhibition above about 70% without an active follow-up result;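 note: bacterial growth assessed after seven days of incubation; strong numbers were not always called active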
PhoP GFP inhibition = PhoP regulon inhibitors, Salmonella typhi PhoP promoter GFP reporter, confirmatory (AID 1850); inhibition, % at 50 µM; hits with a dose series show IC50 in µM; Salmonella Typhi PhoP-promoter GFP reporter, fluorescence, 4 h; higher % means a stronger effect; 0.33% of 310,000 active; in the data active = a potency from the dose series; inconclusive = inhibition mostly from about 25% at the one dose, without a potency; inactive = the rest, 99 in 100 with inhibition below about 19%;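 note: 0% = induced wells with vehicle and 100% = uninduced wells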
inhibitors of VEEV = inhibitors of VEEV TC-83 cytopathic effect, confirmation, Vero cells (AID 588727); Vero cells, VEEV TC-83 cytopathic effect inhibition; higher % means a stronger effect; one-dose inhibition, % at 20 µM; IC50 in µM for titrated hits; 0.13% of 350,000 active; in the data active = a potency from the dose series; inconclusive = inhibition mostly from about 14% at the one dose, without a potency; inactive = the rest, 99 in 100 with inhibition below about 12%; note: strong numbers were not always called active
tuberculosis growth = growth inhibition of non-replicating M. tuberculosis (AID 488890); Mycobacterium tuberculosis non-replicating, growth inhibition; higher % means a stronger effect; inhibition, % at 25 µM, or IC50 in µM where a hit was titrated; 0.39% of 320,000 active; in the data active = a potency from the dose series; inconclusive = inhibition mostly from about 82% at the one dose, without a potency; inactive = the rest, 99 in 100 with inhibition below about 76%;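 note: plate controls were DMSO cells for no effect and high antibiotic wells for full effect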
inhibitors of VEEV 10K pilot screen = recorded beside inhibitors of VEEV, whose call it bears; inhibition, %; measured here: 10K pilot screen inhibition
* hit, by the source's call; i = inactive; ? = inconclusive; / = no result given.

SMILES	influenza NS1A	M. tuberculosis HTS	PhoP GFP inhibition	inhibitors of VEEV	tuberculosis growth	others
COc1ccc(-c2n[nH]c(=S)n2/N=C/C=C\c2ccccc2OC)cc1	2%	9%	-5%	11%	52%
COc1ccc(C2N=C(c3ccccc3)NO2)cc1OC (stereo not drawn)	-20%	5%	9%	1.8%	15%
Cc1ccccc1NC(=O)Cc1nnc(SCC(=O)NC2=NCCS2)n1C	-10%	2%	0%	i	-1%
Cc1n[nH]c(C)c1C(=O)CC1(O)C(=O)N(CCc2ccccc2)c2ccc(Br)cc21 (stereo not drawn)	0%	2%	-2%	i	3%
C=CCN1C(c2cccc(C(F)(F)F)c2)=CS/C1=C(/C#N)c1nnc(N2CCOCC2)n1-c1ccccc1	3%	-7%	-3%	7.5%	23%
CC1(C)C(c2ccccn2)=[N+]([O-])C(C)(C)N1O	3%	-4%	-8%	0.7%	57%
CN(C)C(=O)c1cnc(-c2ccccc2)nc1-c1ccccc1	-3%	-6%	2%	6.8%	-5%
CCOc1ccc(-n2c(O)c(C=Nc3ccc(N4CCOCC4)cc3)c(=O)[nH]c2=O)cc1	-15%	-9%	-57%	1.1%	16%
COc1ccc(C(=O)N2CCN(CCc3ccccc3)CC2)cc1[N+](=O)[O-]	-5%	8%	11%	i	4%
C(=N\N=C\c1ccncc1)/c1ccncc1	-2%	-3%	6%	1.3%	8%
COc1ccc(C(=O)NNC(=O)CNC(=O)C2CCCCC2)cc1	3%	1%	-15%	1.1%	9%
COc1cccc(/C=N/Nc2ccc(Cl)nn2)c1	-17%	4%	-6%	0.4%	-16%
CC(=O)c1ccc(NC(=O)Cn2c3ccccc3c3nc(=O)cc(C)n32)cc1	-22%	-10%	-12%	1.9%	-8%
CCCCn1c(N)c(N(CCOC)C(=O)CSc2nnc(C)n2-c2ccc(OC)cc2)c(=O)[nH]c1=O	-1%	-1%	0%	0.4%	39%
CCOC(=O)c1ccccc1NC(=O)c1ccc2nccnc2c1	7%	12%	7%	5.5%	16%
O=C(Nc1ccccc1C(F)(F)F)c1cc(-c2ccccc2O)on1	-7%	8%	-1%	0.2%	9%
CC(C)(O)C#Cc1ccc(CN2CCC(CO)(CCc3ccccc3)CC2)cc1	-5%	1%	-6%	i	-6%
Cc1ccccc1C(=O)OCCCN=C1NS(=O)(=O)c2ccccc21	8%	4%	-1%	0.9%	7%
Cc1nnc(SCC(=O)Nc2ccc(Oc3ccccc3)cc2)n1N	6%	-3%	0%	i	13%
CN1CCN(CC(=O)n2c3c(c4ccccc42)CCCC3)CC1	5%	-1%	-6%	2.6%	8%
O=C(Cn1c2c(sc1=O)C1c3ccccc3OCC1CS2)Nc1ccc(Cl)cc1 (stereo not drawn)	5%	-6%	-11%	0.5%	-1%
CC(=O)c1ccc(CC2SC(N)=NC2=O)cc1 (stereo not drawn)	-5%	11%	-2%	0.5%	-1%
Cc1c(C(=O)O)oc2c1/C(=N\O)CCC2	3%	-2%	-8%	1.6%	-21%
COc1cccc(NC(=O)COC(=O)CCSc2ccccc2)c1	8%	4%	/	3.4%	44%
CCOC(=O)CC1COCCN1C(=O)c1cc(COc2ccc(F)c(F)c2)on1 (stereo not drawn)	-2%	0%	-3%	0.9%	9%
O=C(CCCn1c(=S)[nH]c2ccsc2c1=O)Nc1ccc2c(c1)OCO2	-4%	7%	-11%	2.8%	1%
COc1ccc(S(=O)(=O)N2CCCC(C(=O)N3CCN(C)CC3)C2)cc1C (stereo not drawn)	-6%	-10%	2%	1.1%	-5%
O=C(Cc1ccc(Cl)cc1Cl)Nc1cccc(S(=O)(=O)Nc2ccccc2F)c1	4%	?	5%	i	?
COc1ccc(OC)c(C(C)NC=O)c1 (stereo not drawn)	-11%	-4%	4%	i	0%
Cc1cccc(NC(NC(=O)c2ccccc2[N+](=O)[O-])C(Cl)(Cl)Cl)c1 (stereo not drawn)	16%	-3%	1%	i	11%

Sorted by SMILES length (low to high): part of the list above.
SMILES	influenza NS1A	M. tuberculosis HTS	PhoP GFP inhibition	inhibitors of VEEV	tuberculosis growth	others
COc1ccc(OC)c(C(C)NC=O)c1 (stereo not drawn)	-11%	-4%	4%	i	0%
C(=N\N=C\c1ccncc1)/c1ccncc1	-2%	-3%	6%	1.3%	8%
Cc1c(C(=O)O)oc2c1/C(=N\O)CCC2	3%	-2%	-8%	1.6%	-21%
CC(=O)c1ccc(CC2SC(N)=NC2=O)cc1 (stereo not drawn)	-5%	11%	-2%	0.5%	-1%
CCOC(=O)c1ccccc1NC(=O)c1ccc2nccnc2c1	7%	12%	7%	5.5%	16%
Cc1nnc(SCC(=O)Nc2ccc(Oc3ccccc3)cc2)n1N	6%	-3%	0%	i	13%
COc1ccc(C(=O)NNC(=O)CNC(=O)C2CCCCC2)cc1	3%	1%	-15%	1.1%	9%
Cc1ccccc1C(=O)OCCCN=C1NS(=O)(=O)c2ccccc21	8%	4%	-1%	0.9%	7%
O=C(CCCn1c(=S)[nH]c2ccsc2c1=O)Nc1ccc2c(c1)OCO2	-4%	7%	-11%	2.8%	1%
CCOC(=O)CC1COCCN1C(=O)c1cc(COc2ccc(F)c(F)c2)on1 (stereo not drawn)	-2%	0%	-3%	0.9%	9%
O=C(Cn1c2c(sc1=O)C1c3ccccc3OCC1CS2)Nc1ccc(Cl)cc1 (stereo not drawn)	5%	-6%	-11%	0.5%	-1%
COc1ccc(C(=O)N2CCN(CCc3ccccc3)CC2)cc1[N+](=O)[O-]	-5%	8%	11%	i	4%
O=C(Cc1ccc(Cl)cc1Cl)Nc1cccc(S(=O)(=O)Nc2ccccc2F)c1	4%	?	5%	i	?
Cc1cccc(NC(NC(=O)c2ccccc2[N+](=O)[O-])C(Cl)(Cl)Cl)c1 (stereo not drawn)	16%	-3%	1%	i	11%
CCCCn1c(N)c(N(CCOC)C(=O)CSc2nnc(C)n2-c2ccc(OC)cc2)c(=O)[nH]c1=O	-1%	-1%	0%	0.4%	39%

Additional compounds follow.
SMILES	influenza NS1A	M. tuberculosis HTS	PhoP GFP inhibition	inhibitors of VEEV	tuberculosis growth	others
Cc1cccc(N(C)C(=O)c2cnn(-c3ccccc3)c2C)c1	-4%	1%	-2%	0.9%	21%
Cc1cnn(C(=O)c2ccccc2Br)c1	/	-1%	-4%	/	-9%
O=C(Nc1ccccc1O)c1cc2cc(Br)ccc2oc1=O	-1%	?	-11%	i	?
Cc1[nH]c(=O)[nH]c(=O)c1S(=O)(=O)N1CCN(c2ccccc2)CC1	-2%	3%	1%	1.7%	-1%
COc1ccccc1NC(=O)C(Cc1ccc(Cl)cc1)c1nn[nH]n1 (stereo not drawn)	-6%	-4%	-1%	4.5%	22%
CC(NC(=O)c1ccc(N2CCNCC2)c([N+](=O)[O-])c1)C12CC3CC(CC(C3)C1)C2 (stereo not drawn)	/	17%	6%	/	?
O=C(Cc1cccs1)NNC(=S)NCc1ccc(Cl)cc1	7%	-11%	-6%	3.2%	-3%
COc1ccc(C2c3c(ncn(CCCO)c3=N)Oc3ccc4ccccc4c32)cc1OC (stereo not drawn)	/	7%	10%	5.0%	36%
COc1ccc(-c2oc(NC(=O)c3ccc(C)cc3)c(C#N)c2-c2ccc(OC)cc2)cc1	7%	5%	13%	i	23%
COc1ccc(NS(=O)(=O)c2cccc(C(=O)O)c2)cc1S(=O)(=O)N1CCOCC1	-9%	-5%	/	1.3%	1%
O=C(Nc1ccc2c(c1)OCCO2)c1ccc(Cl)c(Cl)c1	-3%	4%	-6%	1.3%	15%
CC(C)CN1C(=O)C(=O)N(CC(=O)N2c3ccccc3NC(=O)CC2C)C1=O (stereo not drawn)	-1%	/	/	2.1%	/
Cc1cc(C)c(C#N)c(Nc2cccc(C)c2C)n1	-28%	6%	-2%	1.3%	-2%
CCCCNC(=O)CSc1nc2cc(OC)c(OC)cc2c(=O)n1Cc1ccc(OC)cc1	-5%	0%	11%	2.3%	-13%
CCO[C@@H]1OC(C(=O)O)=C[C@H](c2ccc3c(c2)OCO3)[C@H]1CCCO	-9%	-2%	-4%	11%	0%
CCC(C(=O)Nc1ccccc1F)n1nc(C)c2c(C)n(-c3ccccc3)nc2c1=O (stereo not drawn)	5%	-1%	-4%	0.2%	34%
COc1cc(C2/C(=C(\O)c3ccc4c(c3)CC(C)O4)C(=O)C(=O)N2Cc2ccco2)ccc1O (stereo not drawn)	-6%	4%	13%	1.7%	5%
O=C(CCCl)Nc1ccc(S(=O)(=O)NCc2ccco2)cc1	0%	1%	2%	i	0%
CCC1C(=O)N=C(SCC(=O)Nc2ccc(Br)cn2)NC1=O (stereo not drawn)	-4%	7%	-8%	0.2%	19%
CSc1ccc(/C=N\NC(=O)CC(=O)NC(C)C)cc1	-10%	-4%	5%	1.0%	-2%
COn1c(SCC(=O)N(C)C)nc2ccccc2c1=O	-4%	-1%	-10%	3.3%	-6%
Cc1cccc(CNCCc2c[nH]c3ccccc23)c1	-2%	10%	-1%	0.3%	42%
O=S(=O)(c1ccc2nc(Nc3ccccc3)ccc2c1)N1CCCCC1	2%	17%	-3%	5.1%	62%
Cc1ccc(NC(=O)Cc2c(C(=O)O)n(C)c3ccccc23)cc1F	/	-7%	-14%	2.5%	9%
Cc1cc2ncn(-c3ncnc4sc5c(c34)CCCC5)c2cc1C	/	-1%	-2%	/	27%
CC(C(=O)Nc1ncn[nH]1)N1C(=O)c2ccccc2C1=O (stereo not drawn)	-4%	3%	-16%	2.0%	20%
O=C(CCc1ccccc1)NNC(=O)Cc1ccc(Cl)cc1	-1%	-1%	15%	1.1%	-6%
C/C(=N\OC(=O)NC(C)C)c1sc(-c2ccc(Cl)cc2)nc1C	-1%	8%	1%	4.6%	22%
C=CCOc1cccc(/C=N/NC(=O)C(=O)NCc2ccco2)c1	-3%	44%	13%	2.1%	7%
CC(=O)Nc1ccc(S(=O)(=O)NCCC(=O)Nc2cc(C)ccn2)cc1	0%	-10%	3%	1.8%	-10%
COc1ccc2c(CC(=O)OCC(=O)Nc3ccc(C)cc3)coc2c1	-6%	-6%	/	0.8%	80%
O=C(O)/C=C/C(=O)Nc1ccc(Cl)cc1C(=O)c1ccccc1	1%	-16%	8%	i	9%
CCN(CC)CCCC1(CN)OCCc2ccccc21 (stereo not drawn)	-10%	4%	2%	i	-4%
CCCCNC(=O)NNC(=O)c1cc(C)on1	3%	-4%	19%	i	14%
O=[N+]([O-])c1ccccc1OCCCn1cnc2ccccc21	-4%	/	/	1.1%	/
CC(CC(C)(C)N1CC1)=NNC(=O)Nc1cccc2ccccc12	-2%	/	/	6.8%	/
N#Cc1c(NC(=O)c2cccc(S(=O)(=O)Nc3ccc(C(=O)O)cc3)c2)sc2c1CCCC2	0%	-5%	-1%	0.7%	-1%
Cn1c(=O)c2c(n(Cc3ccccc3)c1=O)NC(=O)C2CC(=O)NCc1cccc(Cl)c1 (stereo not drawn)	8%	1%	-6%	0.8%	21%
CCOc1ccc(NC(=O)COC(=O)C2CCC(=O)N2)c([N+](=O)[O-])c1 (stereo not drawn)	-1%	/	/	i	/
COc1cccc(C(=O)Nc2ccc(S(=O)(=O)N3CCN(C)CC3)cc2)c1	-2%	5%	0%	1.6%	-8%
CC(C)CN1CCC(CN(C)Cc2nc(-c3cnccn3)no2)CC1	-4%	-5%	6%	1.9%	-2%
O=C(Nc1ccccc1Cl)NC1(C(=O)N2CCCCC2)CCCCC1	4%	3%	-12%	0.9%	3%	inhibitors of VEEV 10K pilot screen=0.7
CCc1ccccc1NC(=S)NCc1cccn1C	1%	1%	-7%	i	-18%
CCOC(=O)c1[nH]c2ccccc2c1NC(=O)c1ccc(S(=O)(=O)N2CCCC2)cc1	8%	-8%	1%	9.3%	/
COC(=O)c1ccc(OCCOc2ccccc2)cc1	0%	-1%	4%	1.5%	42%
COc1ccc(C(C)=O)cc1COC(=O)c1ccc(S(=O)(=O)N(C)C)cc1	-1%	2%	-10%	0.3%	5%
CCOC(=O)c1cc(-c2ccccc2C)n(CC2CC(c3ccc(OC)cc3)=NO2)n1 (stereo not drawn)	-1%	-1%	/	1.5%	18%

From PubChem
